Screening data (PubChem)
S2 tox = reduces viability in counter-screen for ATXN expression inhibitors | Potency, µM (top dose mostly 56.7 µM), actives largely listed as cytotoxic | S2 cells (HEK-293 line with an ATXN2-luciferase reporter) viability, CellTiter-Fluor protease fluorescence, 24 h | AID 651635 | 400,000 compounds, 0.49% hits; note: potency is the fitted concentration of half-maximal effect; nearly all actives have a fitted effect of over 40% in size
Nrf2 ARE act = activates Nrf2 signaling; AREc32 ARE-luciferase reporter (MCF7-derived line), luminescence, 24 h; Potency, µM (top dose mostly 46.1 µM), without a hit: at the top dose activation, hits mostly activators; 410,000 compounds, 0.31% hits; note: potency is the fitted concentration of half-maximal effect; % of control where 0% means no effect; nearly all actives have a fitted effect of over 65% in size
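Quantitative high-throughput format: AREc32 reporter cells, 1000 per well, received compound by pin transfer and were incubated 24 hr at 37 deg C, 5% CO2, before Steady-Glo luminescence detection.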
HepG2 viability = counter-screen for TGF-b inhibitors: cytotoxicity in HepG2 cells | 410,000 compounds, 0.76% hits | HepG2 CAGA-GFP viability, ATP luminescence, 18 h | Potency, µM (series often up to 46.1 µM), without a hit: top-dose activity change, negative = cytotoxicity, actives largely listed as cytotoxic; note: potency is the fitted concentration of half-maximal effect; some results filed as inactive show a strong effect at the top dose
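HepG2 CAGA-GFP cells (1000/well, DMEM with 1% FBS) received compound, then TGF-beta at 500 pg/mL final, and were incubated 18 hours at 37 degrees C. Viability was read by CellTiter-Glo luminescence. Media-only wells were set as complete cell-killing and DMSO as no toxicity.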
Nrf2 inh = Nrf2 pathway inhibition | A549 ARE-Fluc reporter, luciferase luminescence, 18-24 h | Potency, µM (series often up to 46 µM), for inactives: at the highest dose activity change, negative = inhibition, actives largely listed as inhibitors | 360,000 compounds, 2.1% hits; note: potency is the fitted concentration of half-maximal effect; % is set by controls: 0 for no effect and ±100 for the full control effect; nearly all actives have a fitted effect of over 60% in size
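Concentration-response testing used A549 ARE_Fluc cells at 5000 cells/well. Following an 18-24 h compound incubation, viability was read by fluorescence (Ex 405/Em 525) and luciferase output by luminescence.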
A549 tox = kills or reduces viability of A549 cells in Nrf2 counter-screen | A549 ARE-Fluc cells, CellTiter-Fluor viability, 18-24 h | Potency, µM (highest dose often 46 µM), for the others: top-dose activity change, negative = cytotoxicity, usual class: inhibitors | 390,000 compounds, 0.16% hits | AID 504648; note: potency is the fitted concentration of half-maximal effect; % is set by controls: 0 for no effect and ±100 for the full control effect
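Cytotoxicity counterscreen: CellTiter-Fluor fluorescence was measured in A549 ARE_Fluc cells after 18-24 h of compound exposure in a concentration series. The subsequent BugLite luminescent read reports ARE-luciferase activity.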
ATXN2 expr inh = inhibitors of ATXN2 expression; HEK-293 ATXN2-luciferase reporter, luminescence, 24 h; Potency, µM (highest dose often 57 µM), for the others: top-dose activity change, negative = inhibition, hits mostly inhibitors; 360,000 compounds, 0.72% hits; note: potency is the fitted concentration of half-maximal effect; % is set by controls: 0 for no effect and ±100 for the full control effect; nearly all actives have a fitted effect of over 55% in size
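ATXN2-luciferase reporter cells (luciferase flanked by upstream and downstream ATXN2 gene portions) were treated 24 h at 37 °C with compounds at up to 57 uM. SteadyGlo luminescence gave expression; GF-AFC fluorescence gave viability.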
EPAC2 agonist = EPAC2 (human) agonism; EPAC2 activation, biochemical qHTS; response scale: 100% = 6.5 mM cAMP response; Potency, µM (doses to about 154 µM), inactives show at the top dose activation, actives largely listed as activators; 360,000 compounds, 0.079% hits; AID 720711; note: potency is the fitted concentration of half-maximal effect; nearly all actives have a fitted effect of over 50% in size
Target sequence (Q8WZA2 whole entry, looked up): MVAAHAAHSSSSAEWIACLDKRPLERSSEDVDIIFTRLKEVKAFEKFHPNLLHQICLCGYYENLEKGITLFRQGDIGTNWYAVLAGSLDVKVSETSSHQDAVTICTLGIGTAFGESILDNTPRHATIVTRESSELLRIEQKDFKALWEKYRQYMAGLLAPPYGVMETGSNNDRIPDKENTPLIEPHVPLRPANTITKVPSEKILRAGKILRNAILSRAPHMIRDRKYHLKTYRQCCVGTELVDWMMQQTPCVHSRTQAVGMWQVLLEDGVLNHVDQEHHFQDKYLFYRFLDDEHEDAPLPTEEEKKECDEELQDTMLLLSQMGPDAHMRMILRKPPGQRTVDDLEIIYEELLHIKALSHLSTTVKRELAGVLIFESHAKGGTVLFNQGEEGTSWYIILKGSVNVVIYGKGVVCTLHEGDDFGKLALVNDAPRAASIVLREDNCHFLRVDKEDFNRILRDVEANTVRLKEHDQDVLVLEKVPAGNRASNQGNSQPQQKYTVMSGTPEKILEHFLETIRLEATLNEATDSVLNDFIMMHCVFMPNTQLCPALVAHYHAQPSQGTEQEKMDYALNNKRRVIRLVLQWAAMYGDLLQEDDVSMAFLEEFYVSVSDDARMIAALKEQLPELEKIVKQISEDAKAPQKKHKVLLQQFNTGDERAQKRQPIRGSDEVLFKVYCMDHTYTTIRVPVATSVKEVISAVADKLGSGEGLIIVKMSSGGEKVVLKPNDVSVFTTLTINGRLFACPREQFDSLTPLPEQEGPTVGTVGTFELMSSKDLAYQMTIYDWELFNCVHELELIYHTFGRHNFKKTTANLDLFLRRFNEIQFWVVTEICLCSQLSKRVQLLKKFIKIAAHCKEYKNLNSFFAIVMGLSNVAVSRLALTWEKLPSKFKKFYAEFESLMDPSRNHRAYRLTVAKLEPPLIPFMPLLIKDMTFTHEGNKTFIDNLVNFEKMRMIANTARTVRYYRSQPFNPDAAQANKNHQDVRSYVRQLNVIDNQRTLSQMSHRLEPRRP
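Guanine nucleotide exchange by EPAC2 is measured as reduced fluorescence of BODIPY-GDP once it is released from 250 nM Rap1B. Plates are read kinetically for 30 min at room temperature; results are scaled to 6.5 mM cAMP.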
IL-2 act = activates IL-2 in a cell-based reporter assay | IL-2 activation reporter assay, cell-based qHTS; stimulated with anti-CD3/CD4/CD28 beads; in transgenic mouse T cells | activation, % (series mostly up to about 46 µM) | 360,000 compounds, 0.065% hits; in the data active = activation above about 50%; inconclusive = mostly about 30% to 49%; note: 0% is about no effect
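Quantitative HTS in unstimulated transgenic mouse T cells, with memory T cells as non-tolerant control and PMA/ionomycin as tolerance-bypass control. Compound pretreatment lasted 60 minutes before 18 h bead stimulation; EGFP/DsRed fluorescence read.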
TGFb SMAD3 inh = inhibitors of TGF-b signaling. Potency, µM (titrated, usually from 46.1 µM), for inactives: at the highest dose activity, negative = inhibition, hits mostly inhibitors. 410,000 compounds, 1.2% hits. HepG2 CAGA-GFP TGF-b/SMAD3 reporter, GFP fluorescence, 18 h; TGF-beta stimulated, 500 pg/mL final; note: potency is the fitted concentration of half-maximal effect; % is set by controls: 0 for no effect and ±100 for the full control effect; nearly all actives have a fitted effect of over 65% in size
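Cell-based qHTS in HEPG2 carrying a CAGA-GFP Smad reporter; compounds added before 500 pg/mL final TGF-beta, 18 h incubation at 37 degrees C, GFP fluorescence quantified per cell by imaging cytometry.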
The depositor's hits bear a star; i = inactive; ? = inconclusive; nt = not tested or not shown; [ ] = remark or other dose. Unless noted, calls come from the whole dose curve; as a rule, active = well fitted curve in the direction sought with a large enough effect; inconclusive = small, poorly fitted or top-dose-only effect, or another doubt; inactive = no such curve, though single readings can be large; an effect the other way counts as inactive or inconclusive.

SMILES	S2 tox	Nrf2 ARE act	HepG2 viability	Nrf2 inh	A549 tox	ATXN2 expr inh	EPAC2 agonist	IL-2 act	TGFb SMAD3 inh
Cc1onc(-c2ccccc2)c1C(=O)N1CCOC12CCN(c1cccc(F)n1)CC2	i	-0.2%	-6%	18%	10%	-14%	17%	-0.6	-13%
CCn1cc(CCC(=O)NC(C)c2ccccc2)c2ccccc21 (stereo not given)	i	0.1%	6%	5%	1%	-15%	2%	0.2	11%
COc1cc(Cl)c(C)cc1NC(=O)CC1CCCC1	i	2.4%	-11%	0%	-2%	12%	15%	-0.4	-1%
CCN(CC(=O)Nc1cccc(F)c1)Cc1nc2ccccc2c(=O)[nH]1	i	-0.1%	-2%	-10%	1%	0%[11.3 µM]	5%	-1.3	-4%
Cc1cc(C)cc(NC(=O)CSc2nc3ccccc3nc2N2CCCCC2)c1	i	-0.2%	-14%	10%	2%	-8%	5%	-3.9	-6%
CC(=O)Nc1ccc(S(=O)(=O)N(C)CC(=O)OCC(=O)NNC(=O)c2ccccc2F)cc1	?	-0.7%	-5%	2%	-9%	3%	-2%	-2.6	0%
Cc1cc(C)cc(C(=O)N[C@@H](C)C(=O)N2CCC3(CC2)NCCc2[nH]cnc23)c1	i	-0.9%	0%	0%	0%	2%	7%	-0.1	-15%
CCCCC1(CC)COC(c2ccccc2)OC1 (stereo not given)	i	0.3%	9%	-3%	6%	9%	1%	1.1	-5%
COc1ccc(F)cc1S(=O)(=O)Nc1cc2c3c(c1)CCC(=O)N3CCC2	?	0.6%	8%	?	-5%	15%	0%	0.7	8%
Cc1ccc(C2=NCCn3c2c2ccc([N+](=O)[O-])cc2[n+]3[O-])cc1	i	?	-35%	?	-17%	-18%	6%	-1.2	?
Cc1c(NC(=O)c2cc3c(s2)-c2ccccc2OC3)cccc1[N+](=O)[O-]	i	2.2%	-32%	?	-29%	-36%	12%	-3.8	?
Cc1cccc(Cn2c(=O)oc3ccc(C)cc32)c1	i	3.5%	1%	-1%	0%	24%	-3%	2.6	0%

No new results follow: entries from further up.
SMILES	S2 tox	Nrf2 ARE act	HepG2 viability	Nrf2 inh	A549 tox	ATXN2 expr inh	EPAC2 agonist	IL-2 act	TGFb SMAD3 inh
Cc1onc(-c2ccccc2)c1C(=O)N1CCOC12CCN(c1cccc(F)n1)CC2	i	-0.2%	-6%	18%	10%	-14%	17%	-0.6	-13%
CCn1cc(CCC(=O)NC(C)c2ccccc2)c2ccccc21 (stereo not given)	i	0.1%	6%	5%	1%	-15%	2%	0.2	11%
COc1cc(Cl)c(C)cc1NC(=O)CC1CCCC1	i	2.4%	-11%	0%	-2%	12%	15%	-0.4	-1%

Some of the entries above, set out differently:
Cc1cc(C)cc(NC(=O)CSc2nc3ccccc3nc2N2CCCCC2)c1
  S2 tox: i
  Nrf2 ARE act: -0.2%
  HepG2 viability: -14%
  Nrf2 inh: 10%
  A549 tox: 2%
  ATXN2 expr inh: -8%
  EPAC2 agonist: 5%
  IL-2 act: -3.9
  TGFb SMAD3 inh: -6%

CC(=O)Nc1ccc(S(=O)(=O)N(C)CC(=O)OCC(=O)NNC(=O)c2ccccc2F)cc1
  S2 tox: ?
  Nrf2 ARE act: -0.7%
  HepG2 viability: -5%
  Nrf2 inh: 2%
  A549 tox: -9%
  ATXN2 expr inh: 3%
  EPAC2 agonist: -2%
  IL-2 act: -2.6
  TGFb SMAD3 inh: 0%

New compounds follow
SMILES	S2 tox	Nrf2 ARE act	HepG2 viability	Nrf2 inh	A549 tox	ATXN2 expr inh	EPAC2 agonist	IL-2 act	TGFb SMAD3 inh
Cc1nc(SCC(=O)Nc2ccc(S(=O)(=O)N3CCOCC3)cc2)c2c(C)c(C)sc2n1	i	-0.3%	-19%	12µM*	?	?	-5%	-4.1	?
O=C(Nc1cccc2ccccc12)N1CCCN(c2c(Cl)cncc2Cl)CC1	i	-0.5%	-39%	?	1%	-22%	5%	-0.8	-1%
COc1c(Br)cc([N+](=O)[O-])c(OC)c1C(=O)NC(=O)Nc1cc(Cl)cc(Cl)c1	i	0.2%	-10%	-13%	-10%	nt	9%	-0.3	-21%
COC(=O)c1c(C)noc1-c1snnc1C	i	0.7%	-2%	-2%	0%	nt	5%	0.5	-10%
COc1cc(CN2CCNC(=O)C2CC(=O)N2CCCN(C(C)=O)CC2)cc(OC)c1 (stereo not given)	i	0.0%	1%	13%	-3%	9%	-3%	4.7	9%
Cc1cc(C)nc(N2CCC(C(=O)NNC(=O)c3ccc(Cl)cc3)CC2)n1	i	-1.2%	38%	?	-19%	nt	-2%	-0.1	1%
Cc1ccc2nc3cc([N+](=O)[O-])cc([N+](=O)[O-])c3cc2c1	7.9µM*	?	-18%	1%	-4%	7.5µM*	3%	2.3	7%
CCCNC(=O)Cn1c(=O)n(C)c2ccccc21	i	-0.4%	32%	15%	?	nt	7%	0.7	18%
CCOc1ccc(NC(=O)c2nsc(Cl)c2Cl)cc1	i	?	-5%	?	0%	66%[activator][11.3 µM]	-8%	-0.1	-8%
COc1ccccc1CNC(=O)COC(=O)c1cc(S(=O)(=O)N2CCOCC2)ccc1Cl	i	0.6%	0%	19%	-4%	-4%	7%	-4.9	-12%
O=C(COC(=O)c1ccc(Br)o1)NC1CCCc2ccccc21 (stereo not given)	i	-0.5%	-11%	1%	-13%	nt	12%	-0.2	-4%
CC(=O)Nc1ccc(S(=O)(=O)N2CCC(NC(=O)C(Cc3cccc(F)c3)NC(C)=O)CC2)cc1 (stereo not given)	i	-0.9%	-1%	-25%	-10%	3%	2%	0.2	15%

Single values from the results shown:
For IL-2 act, O=C(Nc1cccc2ccccc12)N1CCCN(c2c(Cl)cncc2Cl)CC1 shows -0.8
For IL-2 act, Cc1cc(C)cc(C(=O)N[C@@H](C)C(=O)N2CCC3(CC2)NCCc2[nH]cnc23)c1 shows -0.1
For EPAC2 agonist, Cc1onc(-c2ccccc2)c1C(=O)N1CCOC12CCN(c1cccc(F)n1)CC2 shows 17%
For HepG2 viability, Cc1ccc2nc3cc([N+](=O)[O-])cc([N+](=O)[O-])c3cc2c1 shows -18%

Following part:
SMILES	S2 tox	Nrf2 ARE act	HepG2 viability	Nrf2 inh	A549 tox	ATXN2 expr inh	EPAC2 agonist	IL-2 act	TGFb SMAD3 inh
CCOC(=O)C1(Cc2ccccc2)CCN(Cc2cn(CC(=O)OC)c3ccccc23)CC1	i	0.4%	-12%	15%	8%	-2%	-2%	-5.8	4%
COc1ccccc1C(C)NC(=O)CCC(=O)N1CCN(S(=O)(=O)c2ccc(Cl)cc2)CC1 (stereo not given)	i	-0.2%	-27%	?	-1%	-25%	-6%	-4.5	?
CC1CC(C)CN(c2cc3c(cc2[N+](=O)[O-])C(=O)N(c2ccccc2)C3=O)C1 (stereo not given)	i	-0.2%[9.22 µM]	5%	10%	2%	-3%	-1%	0.4	5%
CCOc1ccc(N(CC(=O)NC2CCCCC2)C(=O)Cn2nnc(-c3ccc(C)o3)n2)cc1	i	-0.3%	-2%	-27%	-16%	-3%	-10%	0.4	3%
COc1cccc(CC(=O)Nc2sc3c(c2C(N)=O)CCCC3)c1	i	-0.1%	-11%	-28%	0%	3%	-1%	0.2	-13%
CCC1CCCCN1C(=S)NC(=O)c1cc(S(=O)(=O)N2CCOCC2)ccc1C (stereo not given)	i	0.1%	-1%	-12%	6%	11%	0%	-1.6	1%
O=[N+]([O-])c1ccc(Oc2ccc(/C=N/O)cc2)nc1	i	1.8%	1%	-15%	-2%	2%	1%	1.4	7%
c1ccc2nc(N3CCOCC3)c(N3CCCC3)nc2c1	i	-0.7%	-19%	-5%	9%	1%	6%	-0.2	1%
Cc1ccccc1CCNC(=O)C1CCN(S(=O)(=O)c2ccc3c(ccn3C)c2)CC1	i	0.6%	4%	nt	-2%	10%	nt	nt	-2%
O=C(CCCN1C(=O)NC2(CCCC2)C1=O)Nc1ccc(F)cc1	i	-0.3%	2%	5%	4%	-9%	-2%	0.0	9%
O=S(=O)(c1cccc(C(F)(F)F)c1)N1CCN(C(=S)NC2CC2)CC1	i	0.3%	-1%	-20%	-3%	1%	-9%	0.2	1%
O=C(NC(=S)N1CCCC(C(F)(F)F)C1)c1ccc(F)cc1 (stereo not given)	i	-0.3%	-4%	-1%	3%	-24%	20%	-0.6	8%
CC1=C(c2ccc(Cl)cc2)S(=O)(=O)N=C1N1CCC(C(=O)NCCc2ccco2)CC1	i	4.2%	-3%	10%	11%	-1%	nt	nt	-18%
COc1ccccc1NC(=O)N(Cc1ccco1)C1CCN(C(C)=O)CC1	nt	3.9%	-2%	nt	-1%	nt	nt	nt	-17%
CCOC(=O)C1CCN(C(=O)c2cccc(S(=O)(=O)N3CCc4ccccc43)c2)CC1	i	-0.3%	-27%	-4%	-2%	nt	8%	0.1	-26%
Cc1c(CNCCc2ccc(Cl)cc2)c(C(=O)O)c(C)n1-c1ccccc1	i	2.3%	-30%	3%	1%	6%	11%	-0.6	-5%
Cn1nc(N2CCN(S(=O)(=O)c3ccccc3)CC2)c(=O)n(C)c1=O	i	-0.3%	-6%	8%	1%	-19%	4%	4.3	11%
COc1ccc(C2NC(=O)c3ccccc3O2)cc1 (stereo not given)	i	0.0%	12%	-8%	7%	88%[activator]	0%	-1.5	0%
CC(=O)Nc1cc(NC(C)=O)ncn1	i	-0.1%	-21%	0%	0%	4%	6%	2.5	-1%
CC1(C(=O)Nc2ccc3c(c2)OCCO3)CCN1C(=O)c1ccco1 (stereo not given)	i	-1.0%	-4%	nt	nt	4%	8%	-0.1	10%

Hits appear at their usual frequency; overall some 4.3% were active at least once.
